Bioassay records from PubChem.
GRK2 inh = inhibitors of human GRK2 displacing RNA aptamer | actives 0.59% (n = 330,000) | inhibition of aptamer binding, % at 10 µM | P25098 | bead flow cytometry, FAM-aptamer displacement from GRK2;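 active = inhibition of aptamer binding above 40%, roughly 3 SD of noise, on plates passing a quality check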;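 also: median bead fluorescence of bound FAM aptamer so fluorescent compounds give negative values; no value below 0 was filed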
Target sequence (P25098 whole entry, looked up): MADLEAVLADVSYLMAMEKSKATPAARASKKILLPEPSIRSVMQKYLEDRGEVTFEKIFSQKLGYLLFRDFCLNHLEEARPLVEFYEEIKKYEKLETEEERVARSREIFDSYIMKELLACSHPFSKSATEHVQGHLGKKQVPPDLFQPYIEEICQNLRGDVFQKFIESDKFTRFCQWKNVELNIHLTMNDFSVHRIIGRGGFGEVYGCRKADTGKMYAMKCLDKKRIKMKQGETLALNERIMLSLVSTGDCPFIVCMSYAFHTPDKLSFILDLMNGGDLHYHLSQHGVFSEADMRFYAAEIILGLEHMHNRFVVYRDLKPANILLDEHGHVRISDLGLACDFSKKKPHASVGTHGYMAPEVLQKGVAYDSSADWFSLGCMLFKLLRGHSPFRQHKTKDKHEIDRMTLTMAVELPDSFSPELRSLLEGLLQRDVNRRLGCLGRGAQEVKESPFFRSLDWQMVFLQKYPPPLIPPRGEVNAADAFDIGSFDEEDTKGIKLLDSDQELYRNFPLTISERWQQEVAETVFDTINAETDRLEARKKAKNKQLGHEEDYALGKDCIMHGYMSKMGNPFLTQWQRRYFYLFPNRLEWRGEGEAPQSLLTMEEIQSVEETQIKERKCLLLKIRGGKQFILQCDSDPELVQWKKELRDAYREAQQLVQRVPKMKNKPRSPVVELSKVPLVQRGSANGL
core dimer inh = blocks dimerization of HCV core protein. TR-FRET GST/Flag-core106 dimerization, 1536-well. actives 0.33% (n = 300,000). inhibition, % at 5 µM. AID 1899;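 active = inhibition above the mean of all tested compounds plus 3 SD, set per screening campaign, cut at about 45% in these data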
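Assay system: GST-tagged and Flag-tagged HCV core protein residues 1-106 / Times: compound-protein-antibody incubation 4 h at 22.5 °C / Signal: time-resolved FRET, ex 340 nm, em 617 and 671 nm / Evaluation: % inhibition based on acceptor/donor emission ratio / Benchmarks: wells lacking GST-core106 and wells with excess unlabelled core106 / Repeats: singlicate, one well per compound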
VLA-4 inh = inhibition in a human VLA-4 binding assay. AID 2557. inhibition, % (about 7 µM as worked out from the volumes in the protocol). actives 0.2% (n = 330,000). VLA-4 expressing cells, ligand binding flow cytometry; in the data active = inhibition above about 50%
PP5 primary = blocks human protein phosphatase 5 activity; P53041; purified PP5c, OMFP substrate fluorescence; inhibition, % at 6.7 µM; actives 0.18% (n = 320,000); AID 1987;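 active = inhibition above the campaign's mean inhibition across all tested compounds plus 3 SD, cut at about 9.5% in these data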;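 also: 0% = DMSO only and 100% = 100 µM cantharidin control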
proCasp3 act = activates human procaspase-3; P42574; recombinant procaspase-3 D3A, Ac-DEVD-pNA absorbance 405 nm; activation, % at 8.5 µM; actives 0.11% (n = 330,000); AID 463141;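 active = activation above the mean of all tested compounds plus 3 SD, cut at about 21% in these data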;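 also: 0% = DMSO alone and 100% = DMSO wells spiked with extra 5 µM PC-3 D3A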
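Technique: 405 nm absorbance of p-nitroaniline, reads at 0 and 120 min; Test system: Procaspase-3 D3A mutant; Incubation: 1 h enzyme-compound preincubation, then 2 h substrate reaction, 25 °C; Repeats: singlicate, each compound tested once; Benchmarks: low control DMSO wells, high control DMSO plus 5 µM PC-3 D3A.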
GASC-1 inh = blocks human GASC-1 demethylase activity; Q9H3R0; GST-JMJD2C(1-420) H3K9me3 demethylation, DELFIA europium; inhibition, % at 2.35 µM; actives 0.069% (n = 330,000);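 active = more than half of a compound's replicate wells show inhibition beyond 50%, single wells judged on their own value; inconclusive = some, but no more than half, of replicates pass 50% inhibition; inactive = no replicate passes 50% inhibition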;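 also: signal counts dimethyl H3K9 product captured on neutravidin plate; 0% = median of DMSO wells and 100% = 0.3 times that DMSO median; strong numbers were not always called active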
PP1 counter = PP1-alpha (human) inhibition in PP5 counter-screen; actives 0.9% (n = 320,000); inhibition, % at 6.7 µM; purified PP1alpha, OMFP fluorescence;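 active = inhibition above the mean inhibition of all tested compounds plus 3 SD, computed separately for each screening campaign, cut at about 15% in these data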
Target sequence (P62136 whole entry, looked up): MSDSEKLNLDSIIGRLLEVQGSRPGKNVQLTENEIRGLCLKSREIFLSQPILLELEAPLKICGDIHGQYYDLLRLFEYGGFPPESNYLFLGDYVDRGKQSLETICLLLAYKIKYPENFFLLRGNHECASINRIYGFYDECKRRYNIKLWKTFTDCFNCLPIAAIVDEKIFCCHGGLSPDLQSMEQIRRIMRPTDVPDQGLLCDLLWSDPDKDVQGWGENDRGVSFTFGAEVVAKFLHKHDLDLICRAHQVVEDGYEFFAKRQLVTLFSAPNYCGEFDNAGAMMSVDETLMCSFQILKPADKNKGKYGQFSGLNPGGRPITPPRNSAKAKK
proCasp7 act = counter-screen: procaspase-7 (human) activation. activation, % at 8.5 µM. actives 0.093% (n = 330,000). AID 463210. recombinant procaspase-7, Ac-DEVD-pNA absorbance 405 nm; D23A/D198A/D206A triple mutant, cannot self-cleave; scale: DMSO 0, 5 µM enzyme 100. P55210;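 active = percent activation above the screen-wide mean plus 3 SD, cut at about 25% in these data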
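Assay system: Uncleavable procaspase-7 mutant enzyme | Input: 2 µM procaspase-7 mutant as dispensed | Timing: 1 h compound preincubation, 2 h substrate cleavage, 25 °C | Repeats: One well per compound | Control set: DMSO wells as 0%, DMSO with 5 µM added PC-7 as 100% | Technique: Epi-absorbance of released pNA at 405 nm, two timepoints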
CTSL1 counter = cathepsin L1 inhibition, PFM18AAP counter-screen; recombinant F. hepatica cathepsin L1, Z-Leu-Arg-MCA fluorescence; inhibition, % at 5.96 µM; actives 0.49% (n = 300,000);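 active = inhibition above the mean of all tested compounds plus 3 SD, set per screening campaign, cut at about 17% in these data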;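 also: 0% = plate median of test compound wells and 100% = 1 µM Z-Phe-Ala-diazomethylketone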
* = called active by the depositor; u = inconclusive; x = not tested or not shown. The order is random. About 2.6% of those tested had a hit in this group.

Sample of the layout, four compounds:
Assay codes – A = GRK2 inh; B = core dimer inh; C = VLA-4 inh; D = PP5 primary; E = proCasp3 act; F = GASC-1 inh; G = PP1 counter; H = proCasp7 act; I = CTSL1 counter
> COc1cc(OC)cc(-n2nnnc2SCC(=O)Nc2nc3c(s2)CCCC3)c1
  A: 2; B: -1; C: 7; D: 2.8; E: 3; F: -2; G: 4; H: -5; I: 2
> O=C(Nc1ccc(Cl)cc1)c1sccc1-n1cccc1
  A: 0; B: 7; C: 3; D: 0.4; E: -3; F: 2; G: -2; H: -1; I: 1
> Nc1c(C(=O)Nc2ccccc2)c2nc3ccccc3nc2n1CCCN1CCOCC1
  A: 0; B: -5; C: 8; D: 3.0; E: -19; F: 0; G: -5; H: -12; I: 6
> Cc1cc([N+](=O)[O-])ccc1NC(=O)COc1nsnc1N1CCOCC1
  A: 2; B: 2; C: -12; D: 0.5; E: 4; F: -5; G: -1; H: -2; I: 1

Main list, repeating the preview:
Assay codes – A = GRK2 inh; B = core dimer inh; C = VLA-4 inh; D = PP5 primary; E = proCasp3 act; F = GASC-1 inh; G = PP1 counter; H = proCasp7 act; I = CTSL1 counter
> COc1cc(OC)cc(-n2nnnc2SCC(=O)Nc2nc3c(s2)CCCC3)c1
  A: 2; B: -1; C: 7; D: 2.8; E: 3; F: -2; G: 4; H: -5; I: 2
> O=C(Nc1ccc(Cl)cc1)c1sccc1-n1cccc1
  A: 0; B: 7; C: 3; D: 0.4; E: -3; F: 2; G: -2; H: -1; I: 1
> Nc1c(C(=O)Nc2ccccc2)c2nc3ccccc3nc2n1CCCN1CCOCC1
  A: 0; B: -5; C: 8; D: 3.0; E: -19; F: 0; G: -5; H: -12; I: 6
> Cc1cc([N+](=O)[O-])ccc1NC(=O)COc1nsnc1N1CCOCC1
  A: 2; B: 2; C: -12; D: 0.5; E: 4; F: -5; G: -1; H: -2; I: 1
> CC(=NCc1ccc2c(c1)OCO2)C1=C(O)c2ccccc2C1=O
  A: 4; B: 1; C: 3; D: -0.9; E: 0; F: 2; G: 0; H: -1; I: 6
> COc1ccc(Cc2nn3c(-c4ccccc4OC)nnc3s2)cc1
  A: 2; B: -2; C: 17; D: 1.8; E: 7; F: -6; G: -1; H: 0; I: 1
> c1cncc(-c2nc(NCC3COc4ccccc4O3)c3ccccc3n2)c1 (configuration not stated)
  A: 1; B: 11; C: 20; D: 8.5; E: -5; F: 6; G: 2; H: 15; I: 2
> Cc1nc2c3cc(F)ccc3n(Cc3ccccc3)c2s1
  A: 0; B: 7; C: 22; D: 3.2; E: -2; F: 42; G: 4; H: -1; I: -1
> CC(=O)N1CCN=C1SCc1ccccc1
  A: 0; B: 2; C: 15; D: 1.9; E: 1; F: 4; G: -4; H: -1; I: 0
> C=C(C)C1CC=C(C)/C(=N/NC(=O)c2ccc(NC(=O)c3cccc(C)c3)cc2)C1 (configuration not stated)
  A: 0; B: 4; C: 11; D: 1.5; E: 0; F: 2; G: -4; H: -1; I: 3
> CCc1cc2c(=O)c(-c3cnn(-c4ccccc4)c3)c(C(F)(F)F)oc2c(CN(C)C)c1O
  A: 5; B: -15; C: -5; D: 1.1; E: -5; F: 2; G: -17; H: -3; I: -1
> CCCCCCN(C(=O)CCCCCN1C(=O)NC(c2ccc(-c3ccccc3)cc2)C(C(=O)OCc2ccccc2)=C1C)C(C)C(=O)NCCCC (configuration not stated)
  A: 0; B: 13; C: 34; D: 3.0; E: 12; F: 6; G: 25*; H: -2; I: 1
> Cc1ccc(-n2nnnc2SCc2nnc(-c3ccccc3Br)o2)c(C)c1
  A: 1; B: 13; C: -10; D: 4.4; E: 0; F: 7; G: 5; H: -2; I: 1
> CCOc1c(O)ccc(C2NC(=O)N(C)C(C)=C2C(=O)OC)c1[N+](=O)[O-] (configuration not stated)
  A: 1; B: -3; C: 21; D: -1.2; E: 1; F: -7; G: 1; H: 4; I: -4
> COc1ccc(/C=C(/C#N)C(=O)Nc2cccc(C)c2C)cc1C(=O)O
  A: 3; B: -5; C: -13; D: 2.9; E: -2; F: 2; G: 2; H: -3; I: -1
> Cc1cccc(N2CCN(C(=O)CCCSc3nc4ccccc4[nH]3)CC2)c1C
  A: 8; B: -1; C: x; D: 7.9; E: -5; F: -8; G: -3; H: -5; I: 0
> Cc1ccc(C)c(NC(=O)COC(=O)c2nn(C)c(=O)c3ccccc23)c1
  A: 2; B: x; C: 6; D: x; E: 15; F: 7; G: x; H: 1; I: x
> CCOc1ccc(NC(=O)C2C3CCC4C(CCC32)C4(Cl)Cl)cc1 (configuration not stated)
  A: 5; B: 16; C: 5; D: 1.8; E: 1; F: -15; G: 1; H: -17; I: 4
> CCn1nnnc1-c1ccc(OC)c(S(=O)(=O)N2CCCCC2)c1
  A: 0; B: 2; C: -8; D: 2.5; E: 2; F: -7; G: -2; H: 4; I: 0
> Cc1nc(C(C)NC(=O)c2cc(COc3ccc(C)c(C)c3)on2)c(C)s1 (configuration not stated)
  A: 0; B: 9; C: 3; D: 3.1; E: 1; F: 15; G: -2; H: -1; I: 1
> CNC(=O)c1ccsc1NC(=O)c1ccc(S(=O)(=O)N2CCc3ccccc32)cc1
  A: 0; B: 41; C: 15; D: 6.0; E: 1; F: 0; G: 2; H: 3; I: 0
> CCOC(=O)C(NC(=O)N1CCCCC1)(c1ccccc1)C(F)(F)F (configuration not stated)
  A: 2; B: -2; C: -1; D: 1.4; E: -2; F: 0; G: -2; H: 10; I: 1
> Cn1c(=O)[nH]c(=O)c2c1nc(Br)n2CCOc1ccccc1
  A: 1; B: -4; C: 0; D: 1.2; E: -4; F: 7; G: -2; H: 7; I: -2
> Cc1noc2ncnc(Oc3ccc(F)cc3)c12
  A: 1; B: -5; C: 14; D: -0.7; E: 9; F: 1; G: 0; H: 1; I: -1
> N#CC(C(=O)OCc1ccccc1)c1nc2ccccc2nc1N1CCOCC1 (configuration not stated)
  A: 16; B: 5; C: -2; D: 2.5; E: 5; F: 7; G: 2; H: -14; I: 3
> O=C(CSCc1ccc(Cl)cc1)Nc1nccs1
  A: 0; B: 3; C: 5; D: 2.4; E: -1; F: -2; G: 0; H: 7; I: -1
> CCN(CC)C(=O)C1=C(C)NC(=S)NC1c1cn(-c2ccccc2)nc1-c1ccc(Cl)cc1 (configuration not stated)
  A: 0; B: 12; C: 0; D: -1.5; E: -7; F: -11; G: -1; H: -23; I: -2
> Cc1ccc(NS(=O)(=O)c2cc(-c3n[nH]c(=O)c4ccccc34)ccc2C)cc1
  A: 1; B: 4; C: -5; D: 2.0; E: 3; F: -2; G: 3; H: -1; I: 3
> c1ccc2c(c1)Cc1cc(CN3CCOCC3)ccc1-2
  A: 0; B: -4; C: 12; D: -0.6; E: 13; F: -20; G: -4; H: 2; I: 4
> COc1ccc(OC)c(NC(=O)COC(=O)CN(C)S(=O)(=O)c2ccc(C)cc2)c1
  A: 100*; B: -8; C: 7; D: 1.8; E: -4; F: -23; G: -6; H: -9; I: -16
> Cc1ccc(Cn2nc(C)c(NC(=O)CCCn3nc(C)c([N+](=O)[O-])c3C)c2C)cc1
  A: 0; B: -5; C: 6; D: 3.0; E: 8; F: 2; G: -2; H: -5; I: -1
> COc1ccccc1NS(=O)(=O)c1ccc(C)c(C(=O)NNC(=O)c2csc(N3CCOCC3)n2)c1
  A: 0; B: x; C: -15; D: x; E: 3; F: 2; G: x; H: 17; I: x
> Cc1cccc(NC(=O)Cc2c(F)cccc2Cl)n1
  A: x; B: -2; C: 8; D: -0.5; E: -1; F: -5; G: -3; H: 8; I: 3
> CCOC(=O)N1CCN(C(=O)c2ccc3c(=O)n(CCc4ccc(OC)c(OC)c4)c(=O)[nH]c3c2)CC1
  A: 2; B: 0; C: 2; D: -1.9; E: 9; F: -2; G: 5; H: 2; I: 1
> CC(C)NC(=O)COC(=O)c1ccccc1CSC1=NCCS1
  A: 11; B: -7; C: -3; D: 0.2; E: -6; F: -1; G: 0; H: 0; I: -6
> Cc1csc(SCC(=O)NC(=O)NCCC(C)C)n1
  A: 2; B: 3; C: 10; D: -1.7; E: 9; F: u; G: -5; H: -2; I: 2
> O=C(O)CCCNC(=O)/C(=C\c1ccc(Cl)cc1)NC(=O)c1ccc(Br)cc1
  A: 0; B: 0; C: -3; D: 1.7; E: -8; F: -4; G: 0; H: -3; I: 2
> Cc1ccc(OCc2nc(C#N)c(NCc3ccco3)o2)cc1
  A: 0; B: 6; C: 0; D: 4.4; E: -2; F: 17; G: 1; H: -8; I: 2
> CCN1CCN(/C=N/c2nc(C)cs2)CC1
  A: 0; B: -4; C: 6; D: -0.4; E: -2; F: -1; G: -3; H: -9; I: 1
> COC(=O)Cn1c(=NC(=O)c2cc(OC)c(OC)c(OC)c2)sc2cc(OC)ccc21
  A: 0; B: 0; C: 2; D: 0.5; E: 6; F: 0; G: -2; H: 1; I: -1
> c1ccc(COc2cccc(CN3CCCCC3)c2)cc1
  A: 0; B: 1; C: 7; D: 1.1; E: -2; F: -8; G: -5; H: 14; I: -6
> COc1ccc(S(=O)(=O)NC(N)=NCCc2ccc(OC)c(OC)c2)cc1C
  A: 2; B: -8; C: 6; D: -1.3; E: 2; F: 0; G: -1; H: 6; I: 0
> CC(O)c1nc2c(c(=O)n(C)c(=O)n2C)n1C (configuration not stated)
  A: 0; B: -3; C: -23; D: -1.9; E: 2; F: 2; G: -3; H: 7; I: -2
> CCOc1ccc2ccccc2c1/C=N/NC(=O)CC1(C)OCCCO1
  A: 1; B: 2; C: 1; D: -1.1; E: -1; F: -3; G: -2; H: -1; I: 0
> Oc1ccccc1C1=Nc2ncnn2C(c2ccc(F)cc2)C1 (configuration not stated)
  A: 2; B: -8; C: -3; D: 2.3; E: 9; F: -6; G: 0; H: -4; I: -2
> O=C(COc1ccc(/C=N/NS(=O)(=O)c2ccccc2)cc1)NCCc1ccccc1
  A: 0; B: 2; C: -5; D: 3.7; E: 1; F: 6; G: 2; H: -3; I: 7
> COc1ccccc1NC(=S)N1CCN(C/C=C/c2ccccc2)CC1
  A: 0; B: 2; C: -5; D: 1.8; E: 0; F: -5; G: -2; H: -3; I: -3
> O=C(CCCc1ccccc1)N=C1SC2CS(=O)(=O)CC2N1c1ccccc1F (configuration not stated)
  A: 2; B: 3; C: 11; D: 1.6; E: 1; F: 1; G: 4; H: 5; I: -17
> N/C(Cc1ccc(Cl)cc1)=N\OC(=O)c1cccc2ccccc12
  A: 1; B: 6; C: 24; D: 4.4; E: -1; F: 3; G: -2; H: 0; I: 2
> Cc1cccc(NC(=O)C2C(c3ccccc3)C2(Cl)Cl)c1C (configuration not stated)
  A: 2; B: -2; C: -1; D: 4.0; E: -2; F: 7; G: 4; H: 2; I: 5
> Cc1nc2c(C(=O)O)cnn2c(C)c1Cc1ccccc1F
  A: 2; B: 2; C: -3; D: -1.4; E: 0; F: -36; G: 3; H: 0; I: 2
> COc1ccc(CCN2CC(C(=O)NC3CCOCC3)CCC2=O)cc1 (configuration not stated)
  A: 0; B: 3; C: -111; D: 1.0; E: 2; F: -7; G: -7; H: -2; I: 1
